SENP7 block: blocks the human protease SENP7 | Q9BQF6 | recombinant SENP7, Z-RLRGG-aminoluciferin luminescence, 40 min | inhibition, % at 5 µM | 330,000 compounds, 1.5% hits;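 active = inhibition above about 50% at the single test dose, limit read from the data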;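 also: plate controls were DMSO with enzyme for no effect and no enzyme buffer wells for full effect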
SENP6 inh: blocks the human protease SENP6 | Q9GZR1 | Recombinant SENP6 catalytic domain, aminoluciferin luminescence | 330,000 compounds, 1.8% hits | AID 2599 | inhibition, % at 10 µM;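 active = inhibition above about 50% at the single tested dose, limit read from the data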;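 also: plate controls were DMSO wells with enzyme for no effect and DMSO wells lacking enzyme for full effect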
NR3A LBD binder: NR3A (human) ligand-binding domain modulation; Tm shift relative to glycine control, % at 25 µM; 340,000 compounds, 2.5% hits; NR3A LBD differential scanning fluorimetry, Tm shift; 0% = protein alone, 100% = glycine-bound protein; AID 1259313;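 active = melting temperature shift of at least 10% of the positive control shift, at one fixed dose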
HKDC1 inhibitor: blocks human hexokinase HKDC1 activity. Q2TB90. recombinant HKDC1, G6PDH/diaphorase resazurin coupled fluorescence. inhibition, % at 20 µM. 340,000 compounds, 0.16% hits. AID 493160;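 active = inhibition above about 35% when tested at 20 µM, limit read from the data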;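 also: plate controls were DMSO wells with enzyme for no effect and DMSO wells lacking enzyme for full effect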
Target sequence (Q2TB90 whole entry, looked up): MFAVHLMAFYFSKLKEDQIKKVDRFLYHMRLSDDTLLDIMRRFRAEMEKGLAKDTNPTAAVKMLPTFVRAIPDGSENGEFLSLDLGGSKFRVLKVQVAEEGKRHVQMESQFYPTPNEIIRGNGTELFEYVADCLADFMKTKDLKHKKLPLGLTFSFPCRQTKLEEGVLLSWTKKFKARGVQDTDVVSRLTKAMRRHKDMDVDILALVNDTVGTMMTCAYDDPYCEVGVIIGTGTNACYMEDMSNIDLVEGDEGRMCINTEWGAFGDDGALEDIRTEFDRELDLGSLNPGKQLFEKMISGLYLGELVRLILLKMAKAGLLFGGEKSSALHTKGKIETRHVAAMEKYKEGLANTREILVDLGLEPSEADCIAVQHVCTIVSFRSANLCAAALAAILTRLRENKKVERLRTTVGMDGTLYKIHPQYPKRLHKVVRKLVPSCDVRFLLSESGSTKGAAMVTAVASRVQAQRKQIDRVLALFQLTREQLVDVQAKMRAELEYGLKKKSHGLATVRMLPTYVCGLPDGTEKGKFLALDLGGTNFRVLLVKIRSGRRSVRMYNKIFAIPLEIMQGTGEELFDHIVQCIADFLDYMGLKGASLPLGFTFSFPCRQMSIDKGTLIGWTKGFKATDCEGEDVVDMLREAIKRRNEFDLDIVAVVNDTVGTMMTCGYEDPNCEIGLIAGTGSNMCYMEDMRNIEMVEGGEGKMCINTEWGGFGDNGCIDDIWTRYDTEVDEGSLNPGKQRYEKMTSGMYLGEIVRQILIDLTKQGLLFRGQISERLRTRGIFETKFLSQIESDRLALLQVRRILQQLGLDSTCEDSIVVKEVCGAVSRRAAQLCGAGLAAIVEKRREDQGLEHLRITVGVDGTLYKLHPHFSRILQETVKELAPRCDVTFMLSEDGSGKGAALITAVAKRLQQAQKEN
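Material – in-house recombinant HK5 (HKDC1) enzyme · Quantity – HKDC1 at 5 µg/mL · Buffer or medium – pH 8.0 Tris buffer with 10 mM MgCl2 · Reagent – glucose with 1 mM ATP · Dosing – single 20 µM dose · Times – reaction time 90 min, room temperature, protected from light · Technique – resorufin fluorescence at 613 nm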
MPTP block: inhibitors of mitochondrial permeability transition pore. 360,000 compounds, 1.4% hits. isolated mouse mitochondria, Ca2+ swelling absorbance, 30 min. inhibition, % at 10 µM;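 active = inhibition of 50% or more, scaled per plate between neutral and stimulator controls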;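 also: 0% = DMSO wells given calcium and 100% = 1 mM EGTA wells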
PfGluPho inh: PfG6PD (Plasmodium falciparum) enzyme inhibition | PfGluPho enzyme, NADPH resazurin-diaphorase fluorescence | inhibition, % at 20 µM | 350,000 compounds, 0.78% hits | AID 504690;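 active = inhibition reaching at least a set limit at 20 µM in the primary screen, cut at about 59% in these data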;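 also: 0% = DMSO wells with substrate and 100% = DMSO wells lacking glucose-6-phosphate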
ATG4B inhibitor: ATG4B (human) cysteine protease inhibition | Q9Y4P1 | ATG4B cleavage of LC3-PLA2, NBD-HPC fluorescence, 1 h | inhibition, % at 8.33 µM | 340,000 compounds, 0.51% hits; in the data active = inhibition above about 40%
SENP8 block: inhibitors of human SENP8 protease; inhibition, % at 20 µM; Q96LD8; recombinant SENP8, Nedd8 substrate fluorescence; 360,000 compounds, 0.64% hits; AID 602440; in the data active = inhibition mostly above about 40%, no sharp cut-off; inactive = mostly below about 27%
Numbers without * were called inactive; i = inactive; x = not tested or not shown; & = joins results of further samples.

Values run as follows: SENP7 block, SENP6 inh, NR3A LBD binder, HKDC1 inhibitor, MPTP block, PfGluPho inh, ATG4B inhibitor, SENP8 block
- NC(=O)c1cc2n(n1)C(C(F)(F)F)CC(c1ccco1)N2 (stereo unspecified)
→ -1, -2, 1, -1, 1.8, -8, -5, 25
- O=C1NC2=C(C(=O)CCC2)C(c2ccc([N+](=O)[O-])cc2)N1 (stereo unspecified)
→ -4, 22, -5, -4, -1.0, 1, 0, 5
- CC1CCN(C(=O)c2[nH]cnc2C(=O)N[C@@H](C)C(=O)OCc2ccccc2)CC1
→ -17, -16, -6, 2, 0.9, 1, -7, 8
- CCOC(=O)C1CCCN(C(=S)Nc2ccc(C)cc2C)C1 (stereo unspecified)
→ 9, 2, -2, -9, -0.7, -8, -3, 19
- CC(C)(C)n1nnnc1C(c1cccs1)N(Cc1ccc(Cl)cc1)CC1CCCO1 (stereo unspecified)
→ 2, -2, 6, -5, 0.2, 7, -10, 28
- O=C(O)C(CCc1ccccn1)c1ccccc1 (stereo unspecified)
→ x, x, 0, -4, 0.6, -6, 3, 14
- COc1ccc(C(=O)NC2CCCc3ccccc32)cc1S(=O)(=O)N1CCOCC1 (stereo unspecified)
→ -6, -27, 1, 2, -1.1, -17, 0, -4
- N#Cc1c(Cl)nsc1NN
→ 8, 27, -5, 1, 0.9, 28, -1, 10
- COc1ccc(C(=O)CSc2nnc(NC(=O)C3CC(=O)N(c4cccc(OC)c4)C3)s2)cc1 (stereo unspecified)
→ 4, -19, -8, 0, -1.5, -31, -2, 13
- Cc1ccc2cc(CCNC(=O)c3ccc4c(c3)OCO4)c(=O)[nH]c2c1
→ 1, -2, -1, 3, 2.1, -15, 7, -20
- CCOC(=O)Nc1ccc(OC)cc1S(=O)(=O)N1CCCCC1
→ -14, -6, 0, 1, -0.5, -5, -6, i
- O=C(CSc1nnc2n1CCCN2)c1ccc(Cl)cc1
→ -3, 1, 1, -12, 1.6, -2, -10, 6
- COc1ccc(N(CC(O)CN2CCOCC2)S(=O)(=O)c2ccccc2)cc1 (stereo unspecified)
→ -1, -6, -1, 2, -0.9, 0, -5, 7
- O=C(CCl)Nc1cc(S(=O)(=O)N2CCCCCC2)ccc1Cl
→ 2, 5, 0, 5, -7.2, -12, 2, 12
- O=C(COc1ccccc1C(=O)c1cnn(-c2ccccc2)c1)Nc1ccc2ccccc2c1
→ 1, 19, 2, -2, 2.9, 15, 23, 5
- CN(Cc1ccccc1)c1nc2c(c(=O)[nH]c(=O)n2C)n1CCCSc1ncccn1
→ -2, -12, -4, 3, -2.3, -4, -6, 16
- COc1cc(OC)cc(-c2cc3nc(C)c(CCC(=O)NCc4ccccc4)c(C)n3n2)c1
→ -4, -28, -2, 6, 2.0, 5, -13, -445
- O=C(O)c1ccc(-n2nnnc2SCc2ccccc2)cc1
→ 6, 4, 4, 1, 0.7, -23, 0, 0
- CCN1CCN(C(=S)c2ccc(O)cc2)CC1
→ -7, 0, 0, -12, -1.2, 70*, -2, 9
- O=C(CSc1ncnc2c1cnn2CCO)Nc1cccc(C(F)(F)F)c1
→ 7, 1, -8, -9, 2.3, 26, -7, 3
- COc1ccc(-n2c(NN)nc3sc4c(c3c2=O)CCCC4)cc1
→ -4, 6, -106, -1, 1.7, 92*, -6, 24
- Cc1cccn2c(=O)c(/C=C(\C#N)S(=O)(=O)c3ccccc3)c(N3CCN(Cc4ccccc4)CC3)nc12
→ 2, -13, -3, -1, -1.5, 5, 40, -93
- O=C(O)c1[nH]c2ccc(Cl)cc2c1CCN1C(=O)c2ccccc2C1=O
→ 2, -6, 0, 3, 0.5, -9, 1, 10
- CCCCCOc1ccc(CSc2n[nH]c(C)n2)cc1
→ 9, 24, 0, -6, -0.2, 4, -5, -6
- C1CNCCOCCNCCN1
→ 8, 4, -1, -4, 0.7, -14, -4, 15
- c1ccc(CN2CCN(C3CCCSc4ccccc43)CC2)cc1 (stereo unspecified)
→ -2, 0, -2, -3, -0.8, -3, 0, 6
- CSc1ncccc1C(=O)N1CCCC(CCC(=O)NCc2ccccc2F)C1 (stereo unspecified)
→ 4, 12, 1, -3, 1.0, -13, 9, 5
- O=C(CN1C(=O)COc2ccccc21)Nc1ccc(F)cc1
→ -2, -9, -4, 6, 0.0, 2, -1, 14
- COc1ccc(Cl)cc1NC(=O)CCCNC(=O)c1ccc(Cl)cc1
→ 8, -20, -1, 1, 0.8, 17, -5, 18
- CC(=O)Nc1ccc(SCC(=O)c2cc(C)n(-c3ccccc3)c2C)cc1
→ 5, -19, 2, -5, 0.4, -6, -5, 14
- Cc1csc(=Nc2c(C)n(C)n(-c3ccccc3)c2=O)n1Cc1ccccc1
→ -4, -1, -1&0, 3&-9, -1.5&1.7, -9&-5, 2&2, 2&23
- C=CCC(O)(CC=C)C(C)N (stereo unspecified)
→ 5, -1, 4, 9, -1.1, 5, -4, 6
- CCN1CCN(CC(O)COCc2cc(OC)c(OC)c(OC)c2)CC1 (stereo unspecified)
→ 13, -1, -3, -3, 1.0, 1, -6, 13
- CCOC(=O)CN(C#N)c1nc(C)cc(C)n1
→ 9, -4, -2, 0, -0.3, 6, -3, 9
- C/C(=C\C(=O)O)C12CC3CC(CC(C3)C1)C2
→ 0, -8, -2, 4, 0.3, -6, -5, 17
- Cc1occc1C(=O)Nc1cc(S(=O)(=O)N2CCOCC2)ccc1OC(C)C
→ -3, -2, 1, -6, -0.1, -8, 4, 6
- CC1CCCCN1C(=O)C1COc2ccccc2O1 (stereo unspecified)
→ 0, -22, -2, 6, 0.2, 3, -4, 11
- O=C1N=C(N2CCCCC2)S/C1=C\c1ccncc1
→ -6, -35, 2, -2, 1.5, 9, -7, 6
- Cc1ccccc1S(=O)(=O)c1c(C)cc(-c2ccccc2)[nH]c1=O
→ 10, 4, 2, 5, 0.9, -5, -18, -279
- Nc1nnc(-c2ccccc2)c(-c2ccccc2)n1
→ -3, -19, 1, 2, -1.8, 5, -10, 15
- CC1(CC(=O)O)SC(=O)NC1=O (stereo unspecified)
→ 8, 14, -1, -2, 0.0, -6, 1, 21
- O=C(CCN1C(=O)c2ccccc2C1=O)C1=NN[C@@H]2C(=O)N(c3ccc4c(c3)OCO4)C(=O)[C@H]12
→ 1, -4, 0, -2, 0.9, 14, -1, 5
- C#CCOCCOCCOCCNc1nc(N2CCOCC2)nc(N2CCN(C(=O)CCCCCCCCCCNC(=O)[C@@H]([C@H](C)O)n3cc(C)nn3)CC2)n1
→ -12, 3, 1, -4, 0.3, -17, -15, 10
- COc1ccc(COC(=O)Nc2cc3c(C(F)(F)F)nn(C)c3s2)cc1
→ -5, -11, -1, 2, 0.2, 54, -10, 10
- C(=N\Nc1ccc2nncn2n1)/c1ccccn1
→ -5, -19, -1, -2, 0.7, -13, -1, -5
- CC1(C)CC2CC(C)(CN2S(=O)(=O)c2ccccc2[N+](=O)[O-])C1 (stereo unspecified)
→ -3, 7, 4, -1, -1.8, -4, 2, 1
- Cn1c(=O)oc2cc(NC(=O)CCl)ccc21
→ 6, -14, 0, -1, 2.1, -10, 5, 15
- Cc1ccccc1N=C1c2cc([N+](=O)[O-])ccc2-c2ncccc21
→ -1, -8, -12, 9, 0.1, -1, 0, 21
- CC(c1cccs1)N(C)Cc1nc(CCc2ccccc2)no1 (stereo unspecified)
→ 6, -6, 0, -2, 1.2, 7, 1, 9
- CSc1ccccc1NC(=O)Cn1c([N+](=O)[O-])cnc1C
→ 9, -22, 2, 0, -0.6, -4, -6, 5

Next part
Values run as follows: SENP7 block, SENP6 inh, NR3A LBD binder, HKDC1 inhibitor, MPTP block, PfGluPho inh, ATG4B inhibitor, SENP8 block
- COc1cc(C(=O)C(O)c2ccc(O)c(OC)c2)ccc1O (stereo unspecified)
→ x, x, 3, -2, -0.1, 6, -7, -6
- O=C(CCSC1=NCCCN1)c1ccc(F)cc1
→ x, x, 0, 2, -1.0, 36, -5, 16
- CC(NC(=O)COC(=O)C1CCCCC1)c1ccccc1 (stereo unspecified)
→ 2, -4, -2, -9, 0.1, 7, -12, 10
- Cc1ccc(C(=O)COC(=O)c2cccc(O)c2)s1
→ 95*, 93*, 0, 3, 0.8, -6, 1, -4
- COc1ccc(OC)c(S(=O)(=O)Nc2cc3c4c(c2)CC(=O)N4CCC3)c1
→ 9, 0, x, 2, -1.4, -7, 7, 8
- Cc1ccc(-n2cc(CN(C)CCc3cn[nH]c3)c(-c3cccc(C)c3)n2)cc1
→ 0, 11, -2, -5, -0.3, 8, 18, 12
- Cc1nn(CC(=O)N2CCN(c3ccccc3)CC2)c(=O)c2cccn12
→ 10, -20, -1, -2, -0.7, -9, -1, 13
- Cc1cc(C)n(S(=O)(=O)c2cc(C(=O)O)c(Cl)cc2Cl)n1
→ 8, -15, 0, 0, -0.6, 2, 4, 25
- COc1cc(CNc2cccc(C(=O)O)c2)cc(Br)c1OCC(=O)NC(C)(C)C
→ -4, -13, 0, -1, -0.3, -34, 8, -345
- Cc1ccc(CNC(=O)CCC(=O)Nc2nnc(C(C)C)s2)cc1
→ 11, -15, 3, -2, -0.5, 5, -1, 8
- COc1ccc(/C=C/C(=O)N2CC(C)OC(C)C2)cc1OC (stereo unspecified)
→ -3, -2, 1, -6, 0.2, 10, 0, -108
- COc1ccc(NC(=O)CSc2nnc3c4c(nc(-c5ccccc5)n23)CC(C)(C)OC4)cc1
→ 5, -4, -5, 8, 2.9, -12, -1, 3
- C/C(=N\NC(=O)c1cccc(N/N=C(\C)c2cc(O)ccc2O)c1)c1cc(O)ccc1O
→ 7, -6, 14*, -8, 1.0, 26, 46*, 24
- COc1ccc2nc(Nc3nc(-c4ccncc4)cs3)sc2c1
→ -1, -9, 23*, -5, 0.3, -6, 9, -118
- CC1CCCN(C(=O)c2cc3ccccc3cc2O)C1 (stereo unspecified)
→ -7, -1, 2, -11, -0.2, 17, 4, -28
- COc1ccc(NC(=O)C2CC(=O)n3ncnc3N2)cc1 (stereo unspecified)
→ -5, -10, 0, -7, -0.4, -1, 2, 13

As a working copy, some entries already given.
Values run as follows: SENP7 block, SENP6 inh, NR3A LBD binder, HKDC1 inhibitor, MPTP block, PfGluPho inh, ATG4B inhibitor, SENP8 block
- C/C(=N\NC(=O)c1cccc(N/N=C(\C)c2cc(O)ccc2O)c1)c1cc(O)ccc1O
→ 7, -6, 14*, -8, 1.0, 26, 46*, 24
- COc1ccc2nc(Nc3nc(-c4ccncc4)cs3)sc2c1
→ -1, -9, 23*, -5, 0.3, -6, 9, -118
- CC1CCCN(C(=O)c2cc3ccccc3cc2O)C1 (stereo unspecified)
→ -7, -1, 2, -11, -0.2, 17, 4, -28
- COc1ccc(NC(=O)C2CC(=O)n3ncnc3N2)cc1 (stereo unspecified)
→ -5, -10, 0, -7, -0.4, -1, 2, 13

Screens deposited in PubChem by Sanford-Burnham Center for Chemical Genomics.
